# Compound activity: PubChem, National Center for Advancing Translational Sciences (NCATS)
# PTHR1 ag: qHTS for PTHR1 Agonists: Primary Screen; AID 743266, 2014; actives 0.075% (n = 410,000); Potency, µM (highest dose often 115 µM), for the others: at the highest dose activation, hits mostly activators; HEK293 GP2 PTHR1 cells, GloSensor cAMP luminescence, 1 h; further: potency means the concentration at half of the fitted maximal effect; nearly all actives have a fitted effect of over 55% in size; some results filed as inactive show a strong effect at the top dose; inactives centre near -15; many of its hits are not listed in these tables
#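 HEK-293-derived GP2 cells expressing PTHR1 and a GloSensor cAMP reporter, 3,000/well, plated overnight, given luciferin plus IBMX (each 0.5 mM as added) for 1 h at 37 °C, then compound for 1 h at 37 °C. Luminescence was read after 15 min at room temperature.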
# EPAC1 antagonist: qHTS for Antagonist of cAMP-regulated guanine nucleotide exchange factor 3 (EPAC1): primary screen; Potency, µM (titrated, usually from 115 µM), for inactives: at the highest dose activity change, negative = inhibition, hits mostly inhibitors; Rap guanine nucleotide exchange factor 3 (Homo sapiens), O95398; actives 0.14% (n = 360,000); EPAC1 GEF assay, Rap1b-BODIPY-GDP exchange fluorescence;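 further: potency means the concentration at half of the fitted maximal effect; plate controls were vehicle for no effect and positive control for full effect; nearly all actives have a fitted effect of over 50% in size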
# GLP1R cytotox: qHTS of GLP-1 Receptor Inverse Agonists: Cytotox Screen. HEK293 cAMP-luciferase reporter cells, luminescence, 24 h. Potency, µM (titrated, usually from 38.3 µM), inactives show top-dose activity change, negative = inhibition, most hits filed as inhibitors. actives 0.13% (n = 410,000);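 further: loss of luciferase light is scored as toxicity; potency means the concentration at half of the fitted maximal effect; on the % scale 0 is the no-effect control and ±100 the full control effect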
#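 Step one: seed cells (200 cells/uL, DMEM with 10% Nu serum, 1% pen-strep). Step two: 12-hour incubation at 37 deg C. Step three: pin 23 nL compound, incubate 24 hr. Step four: add luciferase reagent, read luminescence 12 min later.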
# GLP-1R agonist: qHTS of GLP-1 Receptor Agonists; Glucagon-like peptide 1 receptor (Homo sapiens), P43220; Potency, µM (highest dose often 45.6 µM), without a hit: at the top dose activation, usual class: activators; HEK293 GLP-1R CRE-luciferase, luminescence, 4-6 h; cells express a hypersensitive GLP-1R form; AID 624172, 2012; actives 0.007% (n = 380,000); further: potency means the concentration at half of the fitted maximal effect; % of control where 0% means no effect
# Target sequence (P43220 whole entry, looked up): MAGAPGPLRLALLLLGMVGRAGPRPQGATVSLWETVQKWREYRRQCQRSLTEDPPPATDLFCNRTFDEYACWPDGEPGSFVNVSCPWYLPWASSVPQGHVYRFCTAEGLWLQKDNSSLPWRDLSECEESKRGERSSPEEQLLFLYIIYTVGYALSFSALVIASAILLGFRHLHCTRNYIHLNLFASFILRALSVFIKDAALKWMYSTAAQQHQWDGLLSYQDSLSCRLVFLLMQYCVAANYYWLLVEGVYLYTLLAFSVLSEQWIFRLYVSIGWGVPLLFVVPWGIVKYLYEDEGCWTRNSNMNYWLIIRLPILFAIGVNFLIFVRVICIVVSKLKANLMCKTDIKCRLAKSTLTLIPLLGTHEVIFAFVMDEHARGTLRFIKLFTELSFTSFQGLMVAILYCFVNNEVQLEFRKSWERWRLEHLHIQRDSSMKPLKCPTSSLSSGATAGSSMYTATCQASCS
# PI5P4Ka inh: qHTS for Inhibitors of phosphatidylinositol 5-phosphate 4-kinase (PI5P4K). Phosphatidylinositol 5-phosphate 4-kinase type-2 alpha (Homo sapiens), P48426. PI5P4Kalpha enzyme, ADP-Glo luminescence, 60 min; hits give low values. max response, %. actives 1.2% (n = 330,000). AID 652105, 2013; active means max response of -50% or lower; inconclusive means between -30% and -50%; inactive means -30% or higher; further: value at the top dose of about 77 µM; on the % scale 0 is the no-effect control and ±100 the full control effect
# Target sequence (P48426 whole entry, looked up): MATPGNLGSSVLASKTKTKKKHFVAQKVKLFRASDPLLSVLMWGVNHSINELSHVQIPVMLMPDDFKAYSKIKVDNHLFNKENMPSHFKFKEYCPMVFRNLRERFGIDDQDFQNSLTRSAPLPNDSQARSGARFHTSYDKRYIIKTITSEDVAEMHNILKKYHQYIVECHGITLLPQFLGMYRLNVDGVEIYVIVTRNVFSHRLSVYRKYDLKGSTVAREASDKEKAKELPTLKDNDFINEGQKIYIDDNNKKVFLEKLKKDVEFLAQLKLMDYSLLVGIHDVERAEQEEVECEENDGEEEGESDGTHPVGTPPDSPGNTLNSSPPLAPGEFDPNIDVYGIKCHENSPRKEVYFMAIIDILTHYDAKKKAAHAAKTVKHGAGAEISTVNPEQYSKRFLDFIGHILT
#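 Single end-point luminescence (ADP-Glo) quantified ADP from PI5P4Kalpha turnover; ATP 5 microM final, 1 h at RT, 0.1% CHAPS and 0.28 mM EGTA in HEPES pH 7.4.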
# GLP1R inv ag: qHTS of GLP-1 Receptor Inverse Agonists (Inhibition Mode); HEK293 GLP-1R CRE-luciferase, luminescence, 24 h; GLP-1R form is constitutively active; Potency, µM (series often up to 38.3 µM), without a hit: top-dose activity change, negative = inhibition, actives largely listed as inhibitors; actives 1.6% (n = 410,000); further: potency means the concentration at half of the fitted maximal effect; on the % scale 0 is the no-effect control and ±100 the full control effect; nearly all actives have a fitted effect of over 55% in size
#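 Luminescence readout: a drop in cAMP-driven luciferase signal flags inverse agonism at a constitutively active GLP-1R stably expressed in HEK293. Compound exposure lasted 24 hr at 37 deg C, 5% CO2.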
# IL-2 act: qHTS of IL-2 Activators; IL-2 activation reporter assay, cell-based qHTS; stimulated with anti-CD3/CD4/CD28 beads; in transgenic mouse T cells; activation, % (series mostly up to about 46 µM); actives 0.065% (n = 360,000); AID 652025, 2013; in the data active means activation above about 50%; inconclusive means mostly about 30% to 49%; further: 0% is about no effect
#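 Quantitative HTS in unstimulated transgenic mouse T cells, with memory T cells as non-tolerant control and PMA/ionomycin as tolerance-bypass control. Compound pretreatment lasted 60 minutes before 18 h bead stimulation; EGFP/DsRed fluorescence read.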
# PLK1 PBD block: qHTS for Inhibitors of PLK1-PDB (polo-like kinase 1 - polo-box domain): Primary Screen | Serine/threonine-protein kinase PLK1 (Homo sapiens), P53350 | Plk1 PBD binding of FITC phosphopeptide, fluorescence polarization | Potency, µM, inactives show max response, negative = inhibition, usual class: inhibitors | actives 2.8% (n = 360,000); further: potency means the concentration at half of the fitted maximal effect; series mostly up to about 57 µM; on the % scale 0 is the no-effect control and ±100 the full control effect; nearly all actives have a fitted effect of over 65% in size
# EPAC1 agonist: qHTS for Agonist of cAMP-regulated guanine nucleotide exchange factor 3 (EPAC1): primary screen; Rap guanine nucleotide exchange factor 3 (Homo sapiens), O95398; EPAC1 agonist qHTS, biochemical assay; response scale: 100% = response to 6.5 mM cAMP; Potency, µM (titrated, usually from 154 µM), without a hit: top-dose activation, usual class: activators; actives 0.073% (n = 360,000); AID 720707, 2013; further: potency means the concentration at half of the fitted maximal effect; nearly all actives have a fitted effect of over 60% in size
#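 Nucleotide exchange by EPAC1 (100 nM) on Rap1B–BODIPY-GDP (250 nM) in the presence of 50 uM GDP is tracked fluorescently at 480/540 nm over 30 min. Signals are normalized to a 6.5 mM cAMP control.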
# * hit, by the source's call; i = inactive; ? = inconclusive; nt = not tested or not shown; [ ] = another dose, or the depositor's remark. Unless noted, the call rests on the fitted dose curve; in most records, active means well fitted curve in the direction sought with a large enough effect; inconclusive means small, poorly fitted or top-dose-only effect, or another doubt; inactive means no such curve, though single readings can be large; an effect the other way counts as inactive or inconclusive. Only part of the results is shown; the hit share may differ from the screen's.
1: CCOC(=O)c1ccc(-n2cnc(-c3ccc([N+](=O)[O-])cc3)c2)cc1
2: Cc1c(Cl)cccc1NC(=O)CCC(=O)c1cccs1
3: CC(=O)c1cccc(NC(=O)c2cccc(NC(=O)c3ccco3)c2)c1
4: CC(=O)NC(=S)Nc1cccc(S(=O)(=O)NC2=NCCC2)c1
5: Cc1nc(C(F)(F)F)nc(Nc2ccc(Br)cc2)c1C#N
6: O=C(COc1ccc2ccc(=O)oc2c1)N1CCN(C(=O)C2COc3ccccc3O2)CC1 (stereo not given)

Compound	1	2	3	4	5	6
PTHR1 ag	-17%	-4%	9%	-22%	-22%[57.5 µM]	-17%
EPAC1 antagonist	-8%	15%	-23%	4%	1%	3%
GLP1R cytotox	4%	0%	18%	0%	5%	-2%
GLP-1R agonist	1%	-1%	5%	11%	1%	7%
PI5P4Ka inh	-20	-13	2	1	-3	0
GLP1R inv ag	24%	-1%	18%	15%	48%[activator]	5%
IL-2 act	-0.4	1.7	2.1	0.3	-0.4	-2.8
PLK1 PBD block	-10%	-10%	-13%	-7%	4%	-10%
EPAC1 agonist	10%	-11%	-4%	3%	6%	3%

7: CN(C)C(=S)c1ccccc1
8: COC(=O)c1cc2c(ccn2-c2ccc(F)cc2)n1CC(=O)N1CCN(C(=O)c2ccco2)CC1
9: Cc1ccc(C(=O)COc2nc(C)nc3ccccc23)cc1
10: COc1cc([C@@H]2C[C@H]3CN(c4ccccc4)C(=O)[C@]34CCCN24)cc(OC)c1OC
11: COc1cc(Cl)c(C)cc1NC(=O)CSc1nnc(-c2ccco2)n1CC(C)C
12: COc1ccc(-n2c(Cc3cccn3C)nnc2SCC(=O)Nc2ccc3c(c2)OCCO3)cc1

Compound	7	8	9	10	11	12
PTHR1 ag	30%	i	i	i	-11%[57.5 µM]	i
EPAC1 antagonist	7%	8%	-1%	-26%	-8%	-11%
GLP1R cytotox	-6%	4%	7%	-21%	?	-15%
GLP-1R agonist	0%	-3%	-1%	-2%	9%	-5%
PI5P4Ka inh	-19	0	10	1	-19	0
GLP1R inv ag	3%	17%	1%	-41%	-4%	11%
IL-2 act	-5.1	-3.5	0.8	-0.9	-2.8	0.1
PLK1 PBD block	21µM*	-1%	1%	-2%	-19%	-7%
EPAC1 agonist	1%	-10%	6%	2%	15%	4%

13: O=C1C=CC(=O)N1CCNc1ncc(C(F)(F)F)cc1Cl
14: CC[C@]1(C(=O)OC)[C@H]2C(=O)N(C)C(=O)[C@H]2[C@H]2CN=C(SCc3ccccc3)N21
15: COc1ccccc1NC(=O)Nc1c(C)nn(C)c1C
16: CCOc1ccccc1NC(=O)C(c1ccccc1)N1CCN(CC(=O)N2CCOCC2)CC1 (stereo not given)
17: O=C(CCn1c(=O)oc2ccccc21)Nc1nc2ccccc2s1
18: COc1ccc(OC)c2[nH]c(=O)c(CCNC(=O)COc3ccccc3)cc12

Compound	13	14	15	16	17	18
PTHR1 ag	-29%	-19%	i	-23%	-33%[inhibitor]	-9%
EPAC1 antagonist	-23%	0%	-17%	6%	-12%	-9%
GLP1R cytotox	?	5%	17%	-11%	-24%	-1%
GLP-1R agonist	6%	0%	4%	-6%	-5%	17%
PI5P4Ka inh	-18	1	0	-2	-1	-2
GLP1R inv ag	11µM*	23%	17%	2%	-20%	0%
IL-2 act	-3.8	-0.3	3.0	0.5	-0.6	-1.3
PLK1 PBD block	2.7µM*	-4%	-8%	5%	-2%	3%
EPAC1 agonist	-15%	7%	0%	-3%	1%	-1%

19: CCOC(=O)C1C(=O)NC(c2ccccc2)=NC1c1ccc(O)c(OC)c1 (stereo not given)
20: COc1ccc(N(C)S(=O)(=O)c2cccc(C(=O)OCC(=O)NCc3ccccc3OC)c2)cc1
21: COc1ccc(/C=N/NC(=O)c2ccc(-n3cnnn3)cc2)cc1
22: Oc1ccc(C[C@H]2CN([C@@H](Cc3cccc(O)c3)CN3CCC[C@@H]3CN3C(=S)NC[C@@H]3Cc3ccccc3)C(=S)N2CC2CCCCC2)cc1
23: CCCc1nnc(NC(=O)CCC(=O)N2CCN(Cc3ccc(F)cc3)CC2)s1
24: O=C(Nc1ccccc1-c1ccccc1)c1ccco1

Compound	19	20	21	22	23	24
PTHR1 ag	0%	-33%[inhibitor]	i	9%	-7%	-18%[57.5 µM]
EPAC1 antagonist	3%	-6%	1%	-23%	6%	-4%
GLP1R cytotox	2%	-9%	-9%	?	-3%	-8%
GLP-1R agonist	7%	12%	-2%	-6%	-4%	6%
PI5P4Ka inh	1	0	-3	?	14	-3
GLP1R inv ag	14%	-13%	?	?	6%	?
IL-2 act	1.5	-4.3	-0.2	-1.0	-2.3	0.9
PLK1 PBD block	-12%	0%	3%	2%	-14%	-8%
EPAC1 agonist	-2%	0%	-7%	-2%	6%	-1%

25: CC(NS(=O)(=O)c1ccc2ccccc2c1)c1ccccn1 (stereo not given)
26: CC(C)(C)C(=O)NC1CCN(CC(=O)Nc2ccc3c(c2)OCO3)CC1
27: Cc1nn(C(C)(C)C)c(OC(=O)c2cccs2)c1Sc1ccccc1
28: COC(=O)c1nc[nH]c1C(=O)OC
29: O=C(NN1CCOCC1)c1ccccc1
30: COC(=O)C1=C(SC)N(c2ccc(OC)cc2)C(c2ccccc2)CC1=O (stereo not given)

Compound	25	26	27	28	29	30
PTHR1 ag	-39%[inhibitor]	i	-40%[57.5 µM]	-16%	3%	-13%
EPAC1 antagonist	-10%	1%	-27%	-16%	-13%	10%
GLP1R cytotox	17%	5%	-30%	-8%	-1%	-4%
GLP-1R agonist	-2%	4%	-23%	7%	-3%	1%
PI5P4Ka inh	6	0	nt	-2	0	8
GLP1R inv ag	11%	-16%	-15%	-9%	2%	-10%
IL-2 act	0.3	-0.3	-1.6	0.2	-1.4	0.2
PLK1 PBD block	5%	-22%	7%	-11%	-9%	-3%
EPAC1 agonist	3%	-1%	9%	6%	3%	-3%

# Some of the entries above, set out differently.
no.	compound	PTHR1 ag	EPAC1 antagonist	GLP1R cytotox	GLP-1R agonist	PI5P4Ka inh	GLP1R inv ag	IL-2 act	PLK1 PBD block	EPAC1 agonist
25	CC(NS(=O)(=O)c1ccc2ccccc2c1)c1ccccn1 (stereo not given)	-39%[inhibitor]	-10%	17%	-2%	6	11%	0.3	5%	3%
26	CC(C)(C)C(=O)NC1CCN(CC(=O)Nc2ccc3c(c2)OCO3)CC1	i	1%	5%	4%	0	-16%	-0.3	-22%	-1%
27	Cc1nn(C(C)(C)C)c(OC(=O)c2cccs2)c1Sc1ccccc1	-40%[57.5 µM]	-27%	-30%	-23%	nt	-15%	-1.6	7%	9%

# Next section.
31: CCc1ccc(C(=O)c2cn(CC(=O)Nc3ccc(F)cc3)c3ccc(OC)cc3c2=O)cc1
32: COc1ccc(CC(=O)Oc2ccc(F)c(F)c2)cc1S(=O)(=O)N1CCOCC1
33: COCCN1C(=O)c2ccccc2C1c1nnnn1-c1ccc2c(c1)OCCO2 (stereo not given)
34: CCOC(=O)C1=C(SCC(=O)Nc2ccccc2)NC(=O)C(C#N)C12CCCCC2 (stereo not given)
35: Cc1ccc(C2(C)NC(=O)N(CC(=O)NCCC3=CCCCC3)C2=O)cc1 (stereo not given)
36: NS(=O)(=O)c1ccc(CCNC(=O)CCc2ccccc2)cc1

Compound	31	32	33	34	35	36
PTHR1 ag	i	i	i	-6%[57.5 µM]	-26%	i
EPAC1 antagonist	nt	5%	-6%	-21%	4%	4%
GLP1R cytotox	1%	-2%	6%	-24%	5%	0%
GLP-1R agonist	-1%	-20%	4%	1%	-3%	1%
PI5P4Ka inh	nt	2	1	2	-14	1
GLP1R inv ag	-15%	8%	20%	?	-20%	21%
IL-2 act	nt	-2.9	-0.2	0.8	3.9	-4.8
PLK1 PBD block	nt	-3%	-5%	-7%	-29%	-8%
EPAC1 agonist	nt	-6%	1%	-7%	7%	1%

37: CCC(=O)N1CCN(c2ccc(NC(=O)c3ccc(N4CCCC4)c([N+](=O)[O-])c3)cc2)CC1
38: CC(Sc1nc(NCc2ccccc2)nc(N(C)C)n1)C(=O)Nc1ccccc1 (stereo not given)
39: N#CCCN(CC(=O)O)S(=O)(=O)c1ccccc1
40: CC(C)COc1cccc(C(=O)N2CCN(C(=O)c3ccco3)CC2)c1
41: COc1ccc(NC(=O)CSc2nnc3ccc(-c4cccnc4)nn23)cc1OC
42: CCOC(=O)C1(C)NC(c2ccco2)C2C(=O)N(c3ccc(C)cc3)C(=O)C21 (stereo not given)
43: CC1(C)OC1(C#N)c1ccccc1 (stereo not given)
44: O=C1NC(=O)/C(=C\c2ccc(N3CCOCC3)o2)N1
45: Clc1cccc(CON/C=N/c2ncnc3sccc23)c1

Compound	37	38	39	40	41	42	43	44	45
PTHR1 ag	-3%	-22%[57.5 µM]	i	-28%	-1%	-6%	-3%	-23%	-92%[inhibitor][57.5 µM]
EPAC1 antagonist	-21%	14%	-11%	11%	-3%	1%	22%	-2%	-12%
GLP1R cytotox	27%	-7%	10%	-1%	6%	60%[activator]	11%	-2%	-8%
GLP-1R agonist	1%	-1%	-15%	9%	0%	3%	4%	6%	5%
PI5P4Ka inh	-3	nt	9	1	4	-7	-4	4	-4
GLP1R inv ag	8%	?	20%	-4%	48%[activator]	-5%	7%	4%	?
IL-2 act	-2.5	-3.1	1.8	0.7	-0.4	-2.2	0.7	0.0	-0.3
PLK1 PBD block	-7%	-2%	-15%	-2%	2%	-2%	-18%	11%	4%
EPAC1 agonist	-2%	8%	-2%	0%	2%	2%	2%	2%	13%
